Bioassay records deposited in PubChem BioAssay by Southern Research Specialized Biocontainment Screening Center.
PhoP GFP inhibition – PhoP regulon inhibitors, Salmonella typhi PhoP promoter GFP reporter, confirmatory (AID 1850); Salmonella Typhi PhoP-promoter GFP reporter, fluorescence, 4 h; higher % means a stronger effect; one-dose inhibition, % at 50 µM; IC50 in µM for titrated hits; 310,000 tested, 0.33% active; in the data active = a potency from the dose series; inconclusive = inhibition mostly from about 25% at the one dose, without a potency; inactive = the rest, 99 in 100 with inhibition below about 19%;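 also: 0% = induced wells with vehicle and 100% = uninduced wells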
tuberculosis growth – growth inhibition of non-replicating M. tuberculosis (AID 488890); 320,000 tested, 0.39% active; one-dose inhibition, % at 25 µM; IC50 in µM for titrated hits; Mycobacterium tuberculosis non-replicating, growth inhibition; higher % means a stronger effect; in the data active = a potency from the dose series; inconclusive = inhibition mostly from about 82% at the one dose, without a potency; inactive = the rest, 99 in 100 with inhibition below about 76%;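 also: plate controls were DMSO cells for no effect and high antibiotic wells for full effect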
influenza NS1A – H1N1 influenza NS1A inhibitors, functional cell based assay (AID 504329); NS1A functional cell-based assay, percent inhibition; higher % means a stronger effect; inhibition, % at 12.5 µM; hits with a dose series show IC50 in µM; 340,000 tested, 0.3% active; in the data active = a potency from the dose series; inconclusive = inhibition above about 27% without an active follow-up result; also: strong numbers were not always called active
VEEV TC-83 Vero – inhibitors of VEEV TC-83 cytopathic effect, confirmation, Vero cells (AID 588727); Vero cells, VEEV TC-83 cytopathic effect inhibition; higher % means a stronger effect; inhibition, % at 20 µM; hits with a dose series show IC50 in µM; 350,000 tested, 0.13% active; in the data active = a potency from the dose series; inconclusive = inhibition mostly from about 14% at the one dose, without a potency; inactive = the rest, 99 in 100 with inhibition below about 12%; also: strong numbers were not always called active
H37Rv inhibition – M. tuberculosis growth inhibition, HTS (AID 449762). 330,000 tested, 0.59% active. M. tuberculosis H37Rv growth inhibition, 7H9 media; higher % means a stronger effect. inhibition, % at 25 µM; hits with a dose series show IC50 in µM; in the data active = a potency from the dose series; inconclusive = inhibition above about 70% without an active follow-up result;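 also: bacterial growth assessed after seven days of incubation; strong numbers were not always called active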
VEEV TC-83 Vero 10K pilot screen – further read-out of VEEV TC-83 Vero, marked with its call; inhibition, %; measured here: 10K pilot screen inhibition
Numbers without * were called inactive; & = joins results of further samples.

`CCOc1ccc(S(=O)(=O)N(CC(=O)NCC2CCCO2)c2ccc(F)cc2)cc1` (stereo unspecified) gave PhoP GFP inhibition 12.4%, tuberculosis growth 10.0%, influenza NS1A -0.6%, VEEV TC-83 Vero 2.7% and H37Rv inhibition -7.7%.
Screening Cc1ccc(-c2c[nH]c(=S)n2-c2ccccc2)cc1 returned PhoP GFP inhibition -12.6%, tuberculosis growth 5.9%, influenza NS1A 10.3%, VEEV TC-83 Vero 1.3% and H37Rv inhibition 11.7%.
`Cc1ccc(NC(=S)N(CCN(C)C)Cc2cc3cccc(C)c3[nH]c2=O)cc1` gave PhoP GFP inhibition 1.1%, tuberculosis growth 29.9%, influenza NS1A -4.6%, VEEV TC-83 Vero 1.2% and H37Rv inhibition 5.4%.
Screening CC(=O)Nc1ccc(S(=O)(=O)Nc2cccc(-c3cn4c(n3)SCC4)c2)cc1 returned PhoP GFP inhibition 5.7%, tuberculosis growth 16.5%, influenza NS1A 6.7%, VEEV TC-83 Vero 0.2% and H37Rv inhibition -1.0%.
C=CC1=C2C=C(C3CC3)N(C3CC3)C=C2C(=O)C(C)(OC(=O)c2ccco2)C1=O (stereo unspecified) was read as PhoP GFP inhibition -0.6%, tuberculosis growth 12.3%, influenza NS1A 2.6%, VEEV TC-83 Vero 0.6% and H37Rv inhibition 2.8%.
COC(=O)c1ccccc1NC(=O)NCc1cccnc1 was read as PhoP GFP inhibition -6.9%, tuberculosis growth 3.2%, influenza NS1A -4.6%, VEEV TC-83 Vero 1.5% and H37Rv inhibition 0.3%.
Screening COCCNC(=O)CN(c1ccc(C)cc1)S(=O)(=O)c1ccccc1 returned PhoP GFP inhibition -8.8%, tuberculosis growth -1.2%, influenza NS1A -7.9%, VEEV TC-83 Vero 0.9% and H37Rv inhibition -1.2%.
O=C(Nc1nnc(C2CCCC2)s1)C1CCC1 was read as PhoP GFP inhibition 1.5%, tuberculosis growth -3.1%, influenza NS1A 2.2%, VEEV TC-83 Vero 0.3% and H37Rv inhibition 1.5%.
CCC(=O)Nc1ccc(C(=O)COC(=O)CCN2C(=O)C3CC=CCC3C2=O)cc1 (stereo unspecified) was read as PhoP GFP inhibition 0.8%, tuberculosis growth -8.8%, influenza NS1A -5.7%, VEEV TC-83 Vero 2.1% and H37Rv inhibition -3.3%.
Oc1ccccc1Cn1c(-c2ccccc2O)nc2ccccc21 was read as PhoP GFP inhibition 5.7%, tuberculosis growth 26.4%, influenza NS1A -11.1%, VEEV TC-83 Vero inactive and H37Rv inhibition inconclusive.
`O=C(COC(=O)Cc1ccccc1)Nc1cc(S(=O)(=O)N2CCCCC2)ccc1Cl` gave PhoP GFP inhibition -0.6%, tuberculosis growth 18.0%, influenza NS1A -10.0%, VEEV TC-83 Vero 4.0% and H37Rv inhibition 7.6%.
Screening O=C(NCC(=O)N1CC=C(c2ccccc2)CC1)c1ccco1 returned PhoP GFP inhibition 8.8%, tuberculosis growth -3.6%, influenza NS1A -8.2%, VEEV TC-83 Vero 0.9% and H37Rv inhibition 4.5%.
For Cc1cccc(NC(=O)[C@H](C)NC(=O)[C@@H]2Cc3ccccc3CN2C(=O)OC(C)(C)C)c1 the results were PhoP GFP inhibition -2.8%, tuberculosis growth 14.4%, influenza NS1A -5.6%, VEEV TC-83 Vero 2.4% and H37Rv inhibition -13.4%.
Screening CCOC(=O)CNC(=O)CSc1nc2nc(C)c(Br)cc2[nH]1 returned PhoP GFP inhibition 5.1%, tuberculosis growth -6.9%, influenza NS1A -4.5%, VEEV TC-83 Vero 0.1% and H37Rv inhibition -1.1%.
CC(C)(C)c1ccc(-n2nc(C(N)=O)c(O)cc2=O)cc1 was read as PhoP GFP inhibition 7.3%, tuberculosis growth 5.2%, influenza NS1A -9.4%, VEEV TC-83 Vero inactive and H37Rv inhibition -0.1%.
For C[n+]1cnn2c1SCC1(COC1)C2 the results were PhoP GFP inhibition -20.2%, tuberculosis growth 2.3%, influenza NS1A -5.8%, VEEV TC-83 Vero 0.8% and H37Rv inhibition 3.7%.
Screening COc1ccc(C(=O)c2c(C)c3cc(C)ccc3n2CC(O)CN2CCOCC2)cc1 (stereo unspecified) returned PhoP GFP inhibition -6.9%, tuberculosis growth 20.4%, influenza NS1A 4.5%, VEEV TC-83 Vero inactive and H37Rv inhibition 29.6%.
`O=C1CN(C(=O)CN2CCCC2)C(c2ccccc2)c2cc(Br)ccc2N1` (stereo unspecified) gave PhoP GFP inhibition 19.1%, tuberculosis growth 39.7%, influenza NS1A 8.6%, VEEV TC-83 Vero 1.3% and H37Rv inhibition -12.5%.
For Cc1c(C(=O)N(Cc2ccccc2)Cc2cccs2)cnn1-c1ccc(Cl)cc1 the results were PhoP GFP inhibition 3.3%, tuberculosis growth 26.3%, VEEV TC-83 Vero 4.5% and H37Rv inhibition 4.8%.
Cc1ccccc1C(=O)NCC(=O)NC1CC1 was read as tuberculosis growth -16.1%, influenza NS1A -10.6%, VEEV TC-83 Vero 1.2% and H37Rv inhibition 4.0%.
`O=S(=O)(c1ccc(Cl)cc1)N1CCn2c1nc1ccccc12` gave PhoP GFP inhibition -12.3%, tuberculosis growth 2.8%, influenza NS1A 8.5%, VEEV TC-83 Vero inactive and H37Rv inhibition 3.9%.
For COC(=O)c1ncccc1SC the results were PhoP GFP inhibition -2.9%, tuberculosis growth 17.5%, influenza NS1A 2.6%, VEEV TC-83 Vero 0.3% and H37Rv inhibition -6.3%.
For COc1cc(C(C)=O)ccc1Oc1ccc(S(=O)(=O)N2CCOCC2)cn1 the results were tuberculosis growth -0.2%, influenza NS1A -7.5%, VEEV TC-83 Vero 2.7% and H37Rv inhibition -0.1%.
For COC(=O)c1ccccc1S(=O)(=O)N1CCCC(c2nc3c(nnn3Cc3ccc(C)cc3)c(=O)[nH]2)C1 (stereo unspecified) the results were PhoP GFP inhibition 11.7%, tuberculosis growth 17.4%, influenza NS1A -2.6%, VEEV TC-83 Vero 5.3% and H37Rv inhibition 1.4%.
For CCC1Nc2ncnc(N3CCOCC3)c2N(Cc2ccc(Cl)cc2)C1=O (stereo unspecified) the results were tuberculosis growth 30.4%, influenza NS1A -9.0%, VEEV TC-83 Vero 0.7% and H37Rv inhibition -3.0%.
Screening Cn1cccc1/C=N/NC(=O)CSc1nc2ccccc2n1C returned PhoP GFP inhibition -1.7%, tuberculosis growth -13.0%, influenza NS1A 3.0%, VEEV TC-83 Vero 3.0% and H37Rv inhibition -0.5%.
Screening CC1CC(C)CN(C(=S)Nc2ccc(SC(F)F)cc2)C1 (stereo unspecified) returned PhoP GFP inhibition -7.3%, tuberculosis growth -3.2%, influenza NS1A -1.9%, VEEV TC-83 Vero 6.0% and H37Rv inhibition 0.1%.
For O=C(c1ccccn1)N1N=C2/C(=C/c3ccccc3)CCCC2C1c1ccccc1 (stereo unspecified) the results were PhoP GFP inhibition -4.7%, tuberculosis growth 46.2%, influenza NS1A -5.3%, VEEV TC-83 Vero 1.4% and H37Rv inhibition -0.2%.
CCOC(CNC(=O)c1ccc2c(c1)ncn2-c1ccc(F)c(F)c1)OCC was read as PhoP GFP inhibition 2.4%, tuberculosis growth 3.8%, influenza NS1A 1.1%, VEEV TC-83 Vero 0.6% and H37Rv inhibition 7.7%.
Screening COc1ccc(NC(=O)N2CCN(c3ccc([N+](=O)[O-])cc3)CC2)cc1 returned PhoP GFP inhibition 3.7%, tuberculosis growth 3.7%, influenza NS1A 6.5%, VEEV TC-83 Vero inactive and H37Rv inhibition 3.1%.

Molecules from the list above containing bromine (2):
Screening CCOC(=O)CNC(=O)CSc1nc2nc(C)c(Br)cc2[nH]1 returned PhoP GFP inhibition 5.1%, tuberculosis growth -6.9%, influenza NS1A -4.5%, VEEV TC-83 Vero 0.1% and H37Rv inhibition -1.1%.
`O=C1CN(C(=O)CN2CCCC2)C(c2ccccc2)c2cc(Br)ccc2N1` (stereo unspecified) gave PhoP GFP inhibition 19.1%, tuberculosis growth 39.7%, influenza NS1A 8.6%, VEEV TC-83 Vero 1.3% and H37Rv inhibition -12.5%.

Additional compounds follow.
`Cc1[nH]c2ccccc2c1CN1CCN(c2ccccn2)CC1` gave PhoP GFP inhibition 0.1%, tuberculosis growth 8.3%, influenza NS1A -3.7%, VEEV TC-83 Vero inconclusive and H37Rv inhibition -3.3%.
For Cc1c(N=C2N=C(NC(=O)c3ccc(F)cc3)c3ccccc32)c(=O)n(-c2ccccc2)n1C the results were PhoP GFP inhibition -120.0%, tuberculosis growth -3.6%, influenza NS1A 1.5%, VEEV TC-83 Vero 11.3% and H37Rv inhibition 10.1%.
For O=C(c1ccc(F)cc1)N1CCCC(N2CCN(Cc3ccc4c(c3)OCO4)CC2)C1 (stereo unspecified) the results were PhoP GFP inhibition -8.5%, tuberculosis growth -4.0%, influenza NS1A 7.5%, VEEV TC-83 Vero inactive and H37Rv inhibition -4.5%.
For COc1ccc2cc(CN(CCCN3CCOCC3)Cc3nnnn3C3CCCC3)c(=O)[nH]c2c1 the results were PhoP GFP inhibition 0.2%, tuberculosis growth 36.6%, influenza NS1A -15.6%, VEEV TC-83 Vero 0.4% and H37Rv inhibition -15.2%.
Screening CSCCC(NC(=O)c1ccccc1)C(=O)N1CCN(C(=O)c2ccccc2)CC1 (stereo unspecified) returned tuberculosis growth -7.6%, influenza NS1A -5.8%, VEEV TC-83 Vero 5.4% and H37Rv inhibition -6.2%.
`CCN(CC)C(=O)C1CCN(S(=O)(=O)c2ccc(C3CNC(=O)C3)cc2)CC1` (stereo unspecified) gave PhoP GFP inhibition -1.5%, tuberculosis growth -2.5%, influenza NS1A -1.9%, VEEV TC-83 Vero 0.2% and H37Rv inhibition -9.4%.
`CCN(C(=O)COC(=O)c1cccnc1)c1cccc2ccccc12` gave tuberculosis growth 10.5%, influenza NS1A 4.3%, VEEV TC-83 Vero 3.8% and H37Rv inhibition -2.3%.
For CC(C)=CC1C(C(=O)NCCOc2ccccc2)C1(C)C (stereo unspecified) the results were PhoP GFP inhibition -1.3%, tuberculosis growth 68.3%, influenza NS1A 0.9%, VEEV TC-83 Vero inactive and H37Rv inhibition 6.0%.
Screening CC(=O)Nc1ccc(S(=O)(=O)NCCC(=O)NCCCc2ccccc2)cc1 returned tuberculosis growth 17.1%, influenza NS1A -5.5%, VEEV TC-83 Vero 1.4% and H37Rv inhibition 2.7%.
`CCCC(=O)Nc1ccc(NC(=O)c2ccccc2)nc1` gave PhoP GFP inhibition 5.3%, tuberculosis growth -0.7%, influenza NS1A 10.4%, VEEV TC-83 Vero inactive and H37Rv inhibition 5.5%.
Screening Cc1ccc(CNC(=O)/C(C#N)=C/c2ccc(C)s2)cc1 returned PhoP GFP inhibition 5.0%, tuberculosis growth -4.1%, influenza NS1A 6.6%, VEEV TC-83 Vero 0.7% and H37Rv inhibition -7.1%.
Screening Cc1cc(NC(=O)CSc2nc3ccccc3[nH]2)n(-c2ccccc2)n1 returned PhoP GFP inhibition -1.3%, tuberculosis growth 17.4%, VEEV TC-83 Vero inactive and H37Rv inhibition 14.6%.
`COc1ccc2c(c1)CCc1c-2nc2ccccc2c1N1CCOCC1` gave PhoP GFP inhibition -6.1%, tuberculosis growth inconclusive, influenza NS1A 0.6%, VEEV TC-83 Vero 4.4% and H37Rv inhibition inconclusive.
Screening O=C(Nc1ccc(Oc2ccccc2)nc1)C1CCCCN1Cc1cccc(O)c1 (stereo unspecified) returned PhoP GFP inhibition 2.0%, tuberculosis growth 13.6%, influenza NS1A -1.2%, VEEV TC-83 Vero 6.8% and H37Rv inhibition -5.6%.
`COc1cc2ccc(=O)oc2c2ccoc12` gave PhoP GFP inhibition -6.3%, tuberculosis growth 1.4%, influenza NS1A -2.4%, VEEV TC-83 Vero 0.1%, H37Rv inhibition 8.1% and VEEV TC-83 Vero 10K pilot screen 0.7.
For Cc1c(NC(=O)CN2CC(C)OC(C)C2)c(=O)n(-c2ccccc2)n1C (stereo unspecified) the results were PhoP GFP inhibition -11.4%, tuberculosis growth -17.2%, influenza NS1A 1.4%&-5.4%, VEEV TC-83 Vero 0.6% and H37Rv inhibition -8.3%.

Reprinted at random: 2 compounds from above.
Screening O=C(Nc1ccc(Oc2ccccc2)nc1)C1CCCCN1Cc1cccc(O)c1 (stereo unspecified) returned PhoP GFP inhibition 2.0%, tuberculosis growth 13.6%, influenza NS1A -1.2%, VEEV TC-83 Vero 6.8% and H37Rv inhibition -5.6%.
Screening Cc1cc(NC(=O)CSc2nc3ccccc3[nH]2)n(-c2ccccc2)n1 returned PhoP GFP inhibition -1.3%, tuberculosis growth 17.4%, VEEV TC-83 Vero inactive and H37Rv inhibition 14.6%.
